High-throughput results: PubChem, National Center for Advancing Translational Sciences (NCATS)
Epigenetic reg: regulators of epigenetic silencing causing reporter derepression in mouse cells | murine LDR cells, GFP reporter derepression, 30 h | Potency, µM (highest dose often 53.9 µM), for inactives: top-dose GFP activation, usual class: activators | 0.2% of 280,000 active | AID 1865; also: potency is read from the fitted curve at half-maximal effect; % of control where 0% means no effect; nearly all actives have a fitted effect of over 60% in size
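In this reporter-derepression format, murine cells bearing a silenced integrated CMV-GFP locus incubate with test compound (30 h, 37 C), then are washed and imaged; fluorescent objects of 20–120 um count as induced cells.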
IMPase Li cell: cell-permeable IMPase inhibitors with lithium potentiation; AID 1457; Potency, µM (series often up to 59.4 µM), without a hit: top-dose activity, negative = IMPase inhibition, actives largely listed as inhibitors; CHO-M1 cells, IP1 TR-FRET (IP-One), carbachol + lithium; 0.35% of 210,000 active;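 also: IP1 builds up when IMPase is blocked and the TR-FRET signal falls; potency is read from the fitted curve at half-maximal effect; plate controls were basal vehicle for no effect and high inhibitor control for full effect; nearly all actives have a fitted effect of over 50% in size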
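Concentration–response in CHO-M1 cells, lithium-potentiated; 30 min at 37C. IP1 detected by competitive TR-FRET after 10 min lysis at RT. Hill-fitted AC50.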
NPSR antag: neuropeptide S receptor (human) antagonism, cAMP. 1% of 220,000 active. Potency, µM (series often up to 38.3 µM), for inactives: top-dose activity change, negative = inhibition, usual class: inhibitors. Q6W5P4. CHO-NPSR cells, cAMP TR-FRET, antagonist mode. AID 1461; also: potency is read from the fitted curve at half-maximal effect; % is scaled to controls: 0 for no effect and ±100 for the full control effect; nearly all actives have a fitted effect of over 50% in size; many of its hits are not listed in these tables
aGal spleen mod: inhibitors or activators of human alpha-galactosidase in spleen homogenate; 0.008% of 240,000 active; P06280; Potency, µM (doses to about 80 µM), for the others: at the top dose activity change, negative = inhibition, hits mostly inhibitors; human spleen homogenate, 4MU-alpha-Gal fluorescence, 40 min; AID 2107;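 also: potency is read from the fitted curve at half-maximal effect; 0% = enzyme with vehicle and -100% = no enzyme basal signal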
Target sequence (P06280 32-429 limits assumed): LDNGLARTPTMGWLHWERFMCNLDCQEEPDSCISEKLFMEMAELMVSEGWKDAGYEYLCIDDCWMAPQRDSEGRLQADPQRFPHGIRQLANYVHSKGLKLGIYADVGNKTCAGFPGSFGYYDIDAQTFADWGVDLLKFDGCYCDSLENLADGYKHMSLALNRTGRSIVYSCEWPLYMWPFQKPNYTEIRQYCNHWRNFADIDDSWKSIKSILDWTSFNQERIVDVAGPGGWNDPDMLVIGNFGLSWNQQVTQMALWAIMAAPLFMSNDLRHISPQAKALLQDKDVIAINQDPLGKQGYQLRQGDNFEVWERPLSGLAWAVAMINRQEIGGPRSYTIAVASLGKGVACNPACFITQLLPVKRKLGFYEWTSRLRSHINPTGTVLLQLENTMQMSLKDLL
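Spleen homogenate 1 ug + cpd (titration) + 4-MU-alpha-D-galactopyranoside 1 mM; 37C 40 min; 50 mM citrate/phosphate pH 5.0, 0.01% Tween-20; stop pH 10; fluorescence 365/440; AC50 via Hill.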
LMNA splice mod: changes lamin A minigene splicing in HeLa cells; HeLa LMNA splicing GFP/RFP minigene ratio, 48 h; Potency, µM (titrated, usually from 46.1 µM), inactives show at the highest dose ratio change, negative = inhibition, most hits filed as inhibitors; 0.01% of 200,000 active; active = well fitted inhibition curve with a large enough effect in the signal ratio, with a control signal flat, not every such curve was filed as active; inconclusive = small, poorly fitted or top-dose-only effect, or effect the other way, or a change in a side signal; the % refers to the signal ratio; also: potency is read from the fitted curve at half-maximal effect; % is scaled to controls: 0 for no effect and ±100 for the full control effect
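S3 HeLa stable clones carrying a lamin A-EGFP splicing minigene plus DsRed2 were seeded at 600 cells/well in Opti-MEM with 2% FBS, pin-dosed and incubated 48 h at 37°C. Acumen cytometry (488 nm) gave the GFP/RFP total-intensity ratio.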
KinaseGlo FLuc: blocks Kinase-Glo luciferase, a counter-screen artifact; Kinase-Glo luciferase, ATP luminescence, 8 min; Q27757; Potency, µM (doses to about 38.3 µM), for the others: at the top dose activity change, negative = inhibition, most hits filed as inhibitors; 0.28% of 200,000 active; also: potency is read from the fitted curve at half-maximal effect; % is scaled to controls: 0 for no effect and ±100 for the full control effect; nearly all actives have a fitted effect of over 60% in size
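Inhibition of Kinase-Glo luciferase light generation was assessed at 10 uM ATP in pH 7.2 imidazole buffer, with luminescence measured after eight minutes at ambient temperature.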
CBFb RUNX1 block: CBF-beta/RUNX1 interaction disruption | Potency, µM (titrated, usually from 59.8 µM), without a hit: at the top dose activity, negative = inhibition, most hits filed as inhibitors | AID 1477 | Q01196+Q13951 | AlphaScreen CBFb-His/RUNX1-biotin binding, biochemical | 230,000 tested, under 10 active; also: % of control where 0% means no effect
Target sequence (Q01196 whole entry, looked up): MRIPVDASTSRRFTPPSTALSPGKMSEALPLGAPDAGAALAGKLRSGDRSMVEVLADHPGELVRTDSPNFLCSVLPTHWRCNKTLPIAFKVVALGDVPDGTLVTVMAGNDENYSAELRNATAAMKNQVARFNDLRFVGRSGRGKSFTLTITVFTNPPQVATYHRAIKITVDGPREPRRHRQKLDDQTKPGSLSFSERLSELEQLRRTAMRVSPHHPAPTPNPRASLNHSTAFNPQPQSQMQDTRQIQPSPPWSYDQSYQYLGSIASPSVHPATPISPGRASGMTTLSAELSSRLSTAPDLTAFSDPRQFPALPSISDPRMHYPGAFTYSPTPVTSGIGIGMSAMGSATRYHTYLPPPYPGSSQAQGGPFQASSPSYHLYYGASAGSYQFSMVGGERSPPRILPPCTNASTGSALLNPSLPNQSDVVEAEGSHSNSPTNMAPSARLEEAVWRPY
Target sequence (Q13951 whole entry, looked up): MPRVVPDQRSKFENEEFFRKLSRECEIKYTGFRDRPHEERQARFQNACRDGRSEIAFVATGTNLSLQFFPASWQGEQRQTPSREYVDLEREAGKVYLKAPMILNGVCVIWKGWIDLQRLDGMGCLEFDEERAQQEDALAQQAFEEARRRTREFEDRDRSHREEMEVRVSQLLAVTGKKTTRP
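Bead-based AlphaScreen assay; binding partners His-tagged CBF-beta and biotinylated RUNX1 at 30 nM each. Compound exposure 15 min after a 20-min protein preincubation; bead step 90 min; all steps at room temperature.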
Starred values were filed as active, the others as inactive; ? = inconclusive; / = no result given; & = joins results of further samples; [ ] = another dose, or the depositor's remark. Unless noted, calls follow the shape of the dose curve; as a rule, active = well fitted curve in the direction sought with a large enough effect; inconclusive = small, poorly fitted or top-dose-only effect, or another doubt; inactive = no such curve, though single readings can be large; an effect the other way counts as inactive or inconclusive.

SMILES	Epigenetic reg	IMPase Li cell	NPSR antag	aGal spleen mod	LMNA splice mod	KinaseGlo FLuc	CBFb RUNX1 block
Cc1ccc(CSc2nc3c(c(SCC(=O)O)n2)CCCC3)cc1	1.3%	-13%[38.3 µM]	-18%[46.1 µM]	-3%	-7%	-2%	-4%
CCOc1ncccc1C(=O)OCc1cccc([N+](=O)[O-])c1	-0.1%	11%	-7%	3%	1%[9.22 µM]	-9%	?
CCOC(=O)N1CCN(C(=O)C2CCCN(S(=O)(=O)c3ccccc3)C2)CC1 (stereo not given)	0.3%	35%[activator][38.3 µM]	-10%[46.1 µM]	5%	-1%	-3%	2%
CC1(C)Cc2ccccc2-c2nc3ccccc3c(=O)n21	-8.7%	7%[38.3 µM]	0%[46.1 µM]	8%	?	3%	-2%
NC(=O)N/N=C/CCc1ccccc1	-1.0%	/	-21%	-5%	/	/	2%
Cc1ccc(C(=O)N/C(=C\c2ccco2)C(=O)NC2CCS(=O)(=O)C2)cc1 (stereo not given)	1.1%	/	1%	2%	/	/	1%
O=C(NCCN1C(=O)S/C(=C\c2ccccc2F)C1=O)C1CCCN1C(=O)c1cccs1 (stereo not given)	-0.9%	/	23%[46.1 µM]	-4%	-3%	/	0%
O=C1Nc2ccccc2S/C1=C/Nc1cccc(Cl)c1	?	7%[38.3 µM]	-15%[46.1 µM]	-4%	?	-9%	-1%
O=C(COc1ccc(Br)cc1Cl)NC1CCCCC1	0.0%	8%	-1%	1%	?	2%	-3%
CCCCS(=O)(=O)Nc1ccc2c(c1)ncn2C1CCCCC1	1.5%	14%[38.3 µM]	-16%[46.1 µM]	-9%	?	0%	9%
COc1cc(NS(=O)(=O)c2ccc(NC(=S)NC(=O)/C=C/c3ccc(OC)c(OC)c3)cc2)ncn1	-0.4%	0%	-14%	-1%	/	-1%	-5%
N#Cc1nc(-c2ccccc2Cl)oc1N1CCOCC1	-1.1%	20%[38.3 µM]	0%[46.1 µM]	12%	0%	2%	1%
N#CC1=C(N)Oc2n[nH]c(-c3cccnc3)c2C1c1cc(F)ccc1F (stereo not given)	-0.1%	9%	-13%	9%	2%[46 µM]	-2%	2%
CCN(Cc1ccccc1)C(=O)c1cc(COc2c(F)cccc2F)on1	1.0%	/	?	-9%	/	/	22%
Cc1nnc(SCc2nnc(-c3cccs3)o2)s1	-0.5%	8%	6%	3%	2%[46 µM]	-2%	10%
COC(=O)c1ccc(OS(=O)(=O)N(C)C)cc1	0.5%	-4%	10%	0%	-11%[9.22 µM]	-1%	1%
COc1ccc(CNC(=O)c2ccccc2C(=O)O)cc1	0.1%	-5%	7%	2%	1%	4%	6%
O=C(CSc1ncn[nH]1)CSc1ncn[nH]1	0.1%	-4%	16%	10%	-3%[46 µM]	-1%	11%
COc1cc2c(c(OC)c1OC)CC(=O)N(C)CC2	-2.2%	-12%	5%	-10%	?	0%	5%
Cc1cccc(NC(=O)c2ccc(NC(C)c3ccccc3)c([N+](=O)[O-])c2)n1 (stereo not given)	5.8%	10%	-28%	2%	/	-2%	-1%
C/C(Cl)=C\Cn1c(Nc2cccc(C)c2)nc2c1c(=O)n(C)c(=O)n2C	0.0%	5%[38.3 µM]	?	2%	?	-2%	8%
COc1ccc(CCNC(=O)CN(c2ccccc2)S(C)(=O)=O)cc1	2.0%	-3%	-17%	-2%	/	1%	-1%
Fc1ccccc1OCCCCSc1ncccn1	2.8%	-12%[38.3 µM]	-11%[46.1 µM]	1%	17%	-3%	12%
CCN1CNC(=S)N(c2cccc(C)c2)C1	-0.2%	/	-6%	0%	/	/	13%
Cc1sc(NC(=O)CSC2=NCCS2)nc1-c1ccccc1	0.0%	18%[38.3 µM]	-14%[46.1 µM]	-8%	-18%	2%	-6%

An excerpt from above in order of formula weight, ascending:
SMILES	Epigenetic reg	IMPase Li cell	NPSR antag	aGal spleen mod	LMNA splice mod	KinaseGlo FLuc	CBFb RUNX1 block
NC(=O)N/N=C/CCc1ccccc1	-1.0%	/	-21%	-5%	/	/	2%
CCN1CNC(=S)N(c2cccc(C)c2)C1	-0.2%	/	-6%	0%	/	/	13%
COC(=O)c1ccc(OS(=O)(=O)N(C)C)cc1	0.5%	-4%	10%	0%	-11%[9.22 µM]	-1%	1%
COc1cc2c(c(OC)c1OC)CC(=O)N(C)CC2	-2.2%	-12%	5%	-10%	?	0%	5%
CC1(C)Cc2ccccc2-c2nc3ccccc3c(=O)n21	-8.7%	7%[38.3 µM]	0%[46.1 µM]	8%	?	3%	-2%
Fc1ccccc1OCCCCSc1ncccn1	2.8%	-12%[38.3 µM]	-11%[46.1 µM]	1%	17%	-3%	12%
COc1ccc(CNC(=O)c2ccccc2C(=O)O)cc1	0.1%	-5%	7%	2%	1%	4%	6%
Cc1sc(NC(=O)CSC2=NCCS2)nc1-c1ccccc1	0.0%	18%[38.3 µM]	-14%[46.1 µM]	-8%	-18%	2%	-6%
COc1cc(NS(=O)(=O)c2ccc(NC(=S)NC(=O)/C=C/c3ccc(OC)c(OC)c3)cc2)ncn1	-0.4%	0%	-14%	-1%	/	-1%	-5%

Next results
SMILES	Epigenetic reg	IMPase Li cell	NPSR antag	aGal spleen mod	LMNA splice mod	KinaseGlo FLuc	CBFb RUNX1 block
CCOC(=O)C1(CCOC)CCN(Cc2ccccc2-c2ccco2)CC1	2.4%	8%	-2%	-1%	/	1%	19%
CC1CC(C(F)F)n2nc(C(=O)Nc3sc4c(c3C#N)CCC(C(C)(C)C)C4)nc2N1 (stereo not given)	-1.0%	-1%	-13%	5%	-1%	-1%	1%
COC(=O)[C@@]1(Cc2ccc(F)cc2)[C@H]2c3cc(C(=O)N(C)C)n(Cc4ccsc4Br)c3C[C@H]2CN1C(=O)c1ccccc1	3.7%	22%	/	3%	/	-2%	-11%
Cc1c(NC(=O)c2n[nH]c(=O)c3ccccc23)c(=O)n(-c2ccccc2)n1C	-0.7%	3%[38.3 µM]	4%[46.1 µM]	-3%	11%	-3%	5%
COC(=O)Nc1ccc(S(=O)(=O)N2CCCC(C(=O)NC3CCS(=O)(=O)C3)C2)cc1 (stereo not given)	1.0%	-5%	14%	5%	3%	1%	13%
COc1cc(C#N)ccc1OCC(=O)c1ccc2c(c1)OCCO2	-0.7%	7%[38.3 µM]	-4%[46.1 µM]	7%	-1%	-3%	-2%
Cc1nnsc1Sc1ccccc1C(=O)O	-0.6%	0%	6%	-5%	/	0%	9%
CN1CCN(S(=O)(=O)c2ccc(N3CCN(S(=O)(=O)/C=C/c4ccccc4)CC3)nc2)CC1	5.5%	10%[38.3 µM]	4%[46.1 µM]	13%	14%	-3%	7%
COC(=O)c1cc(C(=O)c2ccc(Cl)cc2Cl)cn1C	-1.1%	5%[38.3 µM]	-25%[46.1 µM]	-2%	-18%	-1%	4%
COc1cc(OC)cc(C2=NC3(CCC(C)CC3)NC2=S)c1 (stereo not given)	-2.8%	6%	-32%	5%	/	4%	-13%
COC(=O)c1ccc(N2CCN(S(=O)(=O)c3ccc(Br)cc3)CC2)c([N+](=O)[O-])c1	-0.9%	0%	-9%[46.1 µM]	1%	-12%	4%	0%
Cc1cc(C)c(S(=O)(=O)N2CCC(C(=O)NCc3ccc(Cl)cc3Cl)CC2)c(C)c1	-0.7%	8%[38.3 µM]	-11%[46.1 µM]	-2%	-16%	-1%	6%
Cc1cc(C)nc(SCc2ccc(C(=O)N/N=C/c3cccc(O)c3O)cc2)n1	3.7%	19%	-23%	0%	?	-2%	3%
Cc1ccccc1C(=O)c1cccn1CC(=O)NCCC1=CCCCC1	9.5%	1%	-23%	-14%	/	-1%	-6%
O=S(=O)(c1ccccc1Cl)N1CCCC(c2nc(-c3cccnc3)no2)C1 (stereo not given)	-1.0%	7%[38.3 µM]	-15%[46.1 µM]	3%	-14%	2%	0%
C=CCNc1nc(Cl)nc(Nc2ccc(OC)cc2OC)n1	-0.1%	6%	-6%	-3%	-7%[46 µM]	-3%	0%
COC(=O)c1ccccc1NC(=O)CCc1ccccc1	-1.0%	1%	-7%	-1%	4%	0%	20%
CCC1=C(OC(=O)N(CC)CC)N2C(=O)OC(=NCCc3c[nH]c4ccccc34)[C@]2(Cc2ccccc2)[C@H]2C1=CC[C@H]1C(=O)N(C)C(=O)[C@H]12	1.5%&-3.2%	-5%	-36%	-5%&-4%	/	0%	-9%&-11%
O=C(NCCO)/C(=C\c1cccs1)NC(=O)c1cccs1	2.1%	1%	-16%[46.1 µM]	4%	-6%	0%	-5%
COc1ccc(Oc2coc3cc(OC(=O)c4cncc(Br)c4)ccc3c2=O)cc1	0.0%	-14%[38.3 µM]	0%[46.1 µM]	-8%	-1%	-7%	4%
CN1CCN(C(=O)Nc2ccc([N+](=O)[O-])cc2)CC1	-0.3%	/	1%[7.67 µM]	-15%	/	/	1%
Cc1ccccc1-c1nc2ccccc2[nH]1	0.0%	1%	?	1%	-3%	-23%	12%
O=[N+]([O-])c1cccc2ccc(/C=C/c3ccc(F)cc3)nc12	0.0%	0%	-24%	2%	-11%	-4%	-10%
COc1ccccc1N1C(=O)C2C3C=CC(C3)C2C1=O (stereo not given)	-0.9%	-9%[38.3 µM]	6%[46.1 µM]	-2%	3%	0%	6%
NC1(C(=O)O)CCC1	-0.4%	2%	/	4%	/	-6%	-1%[21.7 µM]

The listing continues:
SMILES	Epigenetic reg	IMPase Li cell	NPSR antag	aGal spleen mod	LMNA splice mod	KinaseGlo FLuc	CBFb RUNX1 block
CCC(=O)N(CCC(c1ccco1)c1ccccc1OC)Cc1cccs1 (stereo not given)	-1.0%	44%[activator][38.3 µM]	?	-1%	14%	14%	-4%
CC(C)CNC(=S)N1CCN(C(c2ccccc2)c2ccccc2)CC1	-1.8%	14%	-35%	6%	?	-2%	4%
COc1ccccc1C(=O)N=c1sc2c(C)ccc(OC)c2n1C	3.7%	/	-40%	5%	/	/	0%
COc1cc(NC(=O)COC(C)=O)c(C)cc1[N+](=O)[O-]	0.0%	-5%	-9%[46.1 µM]	-13%	-12%	-1%	1%
N#Cc1cc2c(nc1SCc1ccc(Cl)cc1)CCCC2	3.0%	10%	-13%[46.1 µM]	-6%	2%	1%	0%
CCOc1ccc2c(O)csc2c1	0.1%	0%[38.3 µM]	3%[46.1 µM]	4%	1%	0%	-2%

Not all compounds are listed; the hit share may differ from the screen's.
